Bioassay records as filed in PubChem.
MazF activator = activators of E. coli MazEF toxin-antitoxin RNase, primary screen, biochemical, fluorescence, uHTS; actives 0.32% (n = 350,000); FAM/BHQ RNA-DNA oligo cleavage fluorescence, 5 h; Endoribonuclease toxin MazF (Escherichia coli (strain K12)), P0AE70; activation, % at 20 µM; in the data active = activation above about 50%
Target sequence (P0AE70 whole entry, looked up): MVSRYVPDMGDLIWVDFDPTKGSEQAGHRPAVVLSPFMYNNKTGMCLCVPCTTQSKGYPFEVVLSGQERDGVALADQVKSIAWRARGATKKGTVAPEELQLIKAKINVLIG
FadD28 binding = inhibitors of FadD28 bisubstrate probe binding, primary screen, biochemical, fluorescence polarization, single point; inhibition, % at 12.5 µM; Mycobacterium tuberculosis FadD28 fatty-acid-AMP ligase; actives 0.22% (n = 360,000); in the data active = inhibition above about 8.5%, passing the limit was not always enough; inconclusive = no clear call, values can overlap the other calls
GDH-TPI counter = GDH-TPI coupling enzyme inhibitors, primary screen, artefact control for M. tuberculosis FBA inhibitor project, biochemical, absorbance, full deck; actives 1.2% (n = 360,000); inhibition, % at 4.8 µM; AID 588335, 2011; GDH-TPI coupled enzyme counterscreen, NADH absorbance; in the data active = inhibition above about 30%;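 note: 0% = DMSO wells and 100% = wells lacking the enzyme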
PrPC surface inh = inhibitors of human cell surface prion protein PrPC, primary screen, cell-based, TR-FRET. Major prion protein (Homo sapiens), P04156. TR-FRET read-out. inhibition, % at 13.8 µM. actives 0.43% (n = 370,000). AID 720596, 2013; in the data active = inhibition above about 24%; note: 0% = median of the test wells and 100% = reference compound wells
BoNT-F LC inh = BoNT/F light chain protease inhibitors, primary screen, biochemical, flow cytometry, MLPCN library; AID 588497, 2011; inhibition, % at 10 µM; Multiplex microsphere protease cleavage assay; actives 0.22% (n = 360,000); Botulinum neurotoxin type F light chain protease (Clostridium botulinum); in the data active = inhibition above about 35%, passing the limit was not always enough; inconclusive = no clear call, values can overlap the other calls; note: plate controls were buffer without enzyme for full effect and enzyme alone for no effect
Rv3671c protease = Rv3671c serine protease inhibitors, primary screen, biochemical, fluorescence polarization, M. tuberculosis H37Rv | P9WHR9 | inhibition, % at 5.96 µM | actives 0.048% (n = 320,000) | AID 2606, 2010; in the data active = inhibition above about 38%;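 note: extracellular domain of Rv3671c used as enzyme; 0% = enzyme with DMSO and 100% = no enzyme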
Target sequence (P9WHR9 whole entry, looked up, the tested form may be a part): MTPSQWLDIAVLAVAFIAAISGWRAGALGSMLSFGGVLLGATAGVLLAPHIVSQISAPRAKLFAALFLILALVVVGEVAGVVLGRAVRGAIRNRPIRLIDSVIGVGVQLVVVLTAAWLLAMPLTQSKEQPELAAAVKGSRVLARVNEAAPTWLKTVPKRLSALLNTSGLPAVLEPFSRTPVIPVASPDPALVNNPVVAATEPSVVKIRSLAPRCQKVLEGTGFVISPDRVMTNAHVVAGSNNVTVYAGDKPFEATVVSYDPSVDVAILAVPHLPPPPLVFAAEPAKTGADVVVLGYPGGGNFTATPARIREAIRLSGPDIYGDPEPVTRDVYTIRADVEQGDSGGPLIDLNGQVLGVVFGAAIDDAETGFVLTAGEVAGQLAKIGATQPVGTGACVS
FBA Mtb inh = Mtb FBA enzyme inhibitors, primary screen, biochemical, fluorescence, strain H37Rv. AID 588726, 2011. purified M. tuberculosis FBA, fluorescence read-out. Fructose-bisphosphate aldolase (Mycobacterium tuberculosis (strain ATCC 25618 / H37Rv)), …. inhibition, % at 1 µM. actives 2.3% (n = 360,000); in the data active = inhibition above about 27%;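 note: 0% = vehicle and 100% = reference inhibitor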
Target sequence (P9WQA3 whole entry, looked up): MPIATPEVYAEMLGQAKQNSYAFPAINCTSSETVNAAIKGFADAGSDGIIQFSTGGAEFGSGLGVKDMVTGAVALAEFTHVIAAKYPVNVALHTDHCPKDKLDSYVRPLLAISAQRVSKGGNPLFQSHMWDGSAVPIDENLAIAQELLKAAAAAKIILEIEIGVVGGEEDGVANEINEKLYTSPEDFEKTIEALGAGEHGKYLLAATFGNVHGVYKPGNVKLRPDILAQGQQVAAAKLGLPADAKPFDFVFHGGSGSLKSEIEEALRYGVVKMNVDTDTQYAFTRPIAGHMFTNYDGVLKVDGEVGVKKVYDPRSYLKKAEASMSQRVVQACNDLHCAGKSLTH
BioA inh = M. tuberculosis BioA enzyme inhibitors, primary screen, biochemical, plate reader, single point, HTS; 7,8-diaminopelargonic acid synthase BioA (Mycobacterium tuberculosis); purified M. tuberculosis BioA enzyme; inhibition, % at 9.99 µM; actives 0.096% (n = 360,000); in the data active = inhibition above about 40%; inconclusive = no clear call, values can overlap the other calls
UGM FP inh = M. tuberculosis UGM enzyme inhibitors, primary screen, biochemical, fluorescence polarization, single point | UDP-galactopyranose mutase (Mycobacterium tuberculosis (strain ATCC 25618 / H37Rv)), … | purified UGM, fluorescence polarization probe displacement | inhibition, % at 10 µM | actives 0.06% (n = 320,000); in the data active = inhibition above about 10%, passing the limit was not always enough; inconclusive = no clear call, values can overlap the other calls
The depositor's hits bear a star. The order is random; 4.8% or so of the library scored in one or more.

The opening 5 compounds, ahead of the listing:
Screening COc1cc(S(=O)(=O)N2CCOCC2)cc(C(=O)NCC(c2cccs2)N2CCOCC2)c1OC (stereo not given) returned MazF activator 1, FadD28 binding -3.5, GDH-TPI counter 6, PrPC surface inh -4, BoNT-F LC inh 2, Rv3671c protease -4, FBA Mtb inh 2, BioA inh 0.4 and UGM FP inh 0.2.
Screening Cc1occc1C(=O)NCc1cccc(CNC(=O)c2ccoc2C)c1 returned MazF activator 2, FadD28 binding -2.1, GDH-TPI counter 11, BoNT-F LC inh 2, Rv3671c protease -12, FBA Mtb inh -7, BioA inh 0.4 and UGM FP inh 3.9.
For Cc1ccc(NC(=O)CSCC(=O)O)cc1 the results were MazF activator -19, FadD28 binding 1.3, GDH-TPI counter 5, PrPC surface inh -2, BoNT-F LC inh 0, Rv3671c protease 1, FBA Mtb inh 4 and UGM FP inh 0.5.
For C/C=C/C(=O)Nc1cccc(C2=NOC3(C2)C[C@@H](C(N)=O)N(C(=O)/C(C)=C/C)C3)c1 (stereo not given in full) the results were MazF activator 1, FadD28 binding -2.6, GDH-TPI counter -2, PrPC surface inh 0, BoNT-F LC inh -4, Rv3671c protease -2, FBA Mtb inh -1, BioA inh 0.7 and UGM FP inh 1.7.
`CC(=O)N(C)c1cccc(-c2ccc3nnc(C)n3n2)c1` gave MazF activator 10, FadD28 binding -2.7, GDH-TPI counter -1, PrPC surface inh -7, BoNT-F LC inh 20, Rv3671c protease 15, FBA Mtb inh 16, BioA inh 0.8 and UGM FP inh -1.7.

This part in full, previewed entries included:
Screening COc1cc(S(=O)(=O)N2CCOCC2)cc(C(=O)NCC(c2cccs2)N2CCOCC2)c1OC (stereo not given) returned MazF activator 1, FadD28 binding -3.5, GDH-TPI counter 6, PrPC surface inh -4, BoNT-F LC inh 2, Rv3671c protease -4, FBA Mtb inh 2, BioA inh 0.4 and UGM FP inh 0.2.
Screening Cc1occc1C(=O)NCc1cccc(CNC(=O)c2ccoc2C)c1 returned MazF activator 2, FadD28 binding -2.1, GDH-TPI counter 11, BoNT-F LC inh 2, Rv3671c protease -12, FBA Mtb inh -7, BioA inh 0.4 and UGM FP inh 3.9.
For Cc1ccc(NC(=O)CSCC(=O)O)cc1 the results were MazF activator -19, FadD28 binding 1.3, GDH-TPI counter 5, PrPC surface inh -2, BoNT-F LC inh 0, Rv3671c protease 1, FBA Mtb inh 4 and UGM FP inh 0.5.
For C/C=C/C(=O)Nc1cccc(C2=NOC3(C2)C[C@@H](C(N)=O)N(C(=O)/C(C)=C/C)C3)c1 (stereo not given in full) the results were MazF activator 1, FadD28 binding -2.6, GDH-TPI counter -2, PrPC surface inh 0, BoNT-F LC inh -4, Rv3671c protease -2, FBA Mtb inh -1, BioA inh 0.7 and UGM FP inh 1.7.
`CC(=O)N(C)c1cccc(-c2ccc3nnc(C)n3n2)c1` gave MazF activator 10, FadD28 binding -2.7, GDH-TPI counter -1, PrPC surface inh -7, BoNT-F LC inh 20, Rv3671c protease 15, FBA Mtb inh 16, BioA inh 0.8 and UGM FP inh -1.7.
Screening COc1ccc(C2NC(=O)c3sc(=S)n(-c4ccccc4)c3N2)cc1 (stereo not given) returned MazF activator 0, FadD28 binding -3.2, GDH-TPI counter 1, PrPC surface inh -19, BoNT-F LC inh -1, Rv3671c protease 2, FBA Mtb inh -1 and UGM FP inh -1.8.
CCC(C(=O)NCc1ccc(F)cc1)N(CCc1ccccc1)C(=O)c1snc(C(N)=O)c1N (stereo not given) was read as MazF activator 4, FadD28 binding -3.3, GDH-TPI counter 0, PrPC surface inh 3, BoNT-F LC inh -18, Rv3671c protease 3, FBA Mtb inh 5, BioA inh 1.8 and UGM FP inh 0.5.
For CCOC(=O)c1oc2ccccc2c1COC(=O)CNC(=O)c1ccc(C)cc1 the results were MazF activator -4, FadD28 binding -0.9, GDH-TPI counter -8, PrPC surface inh 0, BoNT-F LC inh -5, Rv3671c protease -2, FBA Mtb inh 2 and UGM FP inh -0.7.
For C=CCCCCCCCC(=O)OC the results were MazF activator 3, FadD28 binding -1.3, GDH-TPI counter 3, PrPC surface inh -2, BoNT-F LC inh -6, Rv3671c protease 2, FBA Mtb inh 3, BioA inh -1.2 and UGM FP inh 2.6.
Screening Cc1ccccc1NC(=O)COc1coc(CN2CCCc3ccccc32)cc1=O returned MazF activator 0, FadD28 binding -2.9, GDH-TPI counter 0, PrPC surface inh -13, BoNT-F LC inh -12, Rv3671c protease 0, FBA Mtb inh -3, BioA inh 0.3 and UGM FP inh 4.0.
`CN1CCN(CCCNC(=O)c2ccc(/C=C3\Oc4ccccc4N(Cc4ccccc4F)C3=O)cc2)CC1` gave MazF activator -42, FadD28 binding -13, GDH-TPI counter 17, PrPC surface inh -12, BoNT-F LC inh -2, Rv3671c protease -77, FBA Mtb inh 55*, BioA inh 0.9 and UGM FP inh -0.6.
For CN(CC(=O)Nc1ccccc1C(=O)N1CCCC1)S(=O)(=O)c1ccc(Br)cc1 the results were MazF activator -3, FadD28 binding 0.9, GDH-TPI counter 4, PrPC surface inh -2, BoNT-F LC inh -3, Rv3671c protease -7, FBA Mtb inh 2 and UGM FP inh -0.3.
CCN(CC)S(=O)(=O)c1cccc(C(=O)OC2CCOC2=O)c1 (stereo not given) was read as MazF activator -6, FadD28 binding -2.8, GDH-TPI counter 10, PrPC surface inh 5, BoNT-F LC inh -9, Rv3671c protease -4, FBA Mtb inh 1, BioA inh 0.5 and UGM FP inh -0.2.
`O=C(COc1cccnc1[N+](=O)[O-])NCCc1ccc(F)cc1` gave MazF activator 4, FadD28 binding 1.8, GDH-TPI counter 3, PrPC surface inh -11, BoNT-F LC inh -5, Rv3671c protease -3, FBA Mtb inh 0, BioA inh 1.4 and UGM FP inh -0.1.
Screening COc1ccc(NC2CCCN(C(=O)C3=NN(C)C(=O)CC3)C2)cc1OC (stereo not given) returned MazF activator 12, FadD28 binding -4.4, GDH-TPI counter 7, PrPC surface inh 3, BoNT-F LC inh 3, Rv3671c protease 0, FBA Mtb inh -2, BioA inh -0.4 and UGM FP inh 2.5.
`CCOc1ccc(-c2noc(CCCC(N)=O)n2)cc1OC` gave MazF activator 4, FadD28 binding 0.2, GDH-TPI counter -2, PrPC surface inh 17, BoNT-F LC inh -2, Rv3671c protease -1, FBA Mtb inh 0, BioA inh -0.5 and UGM FP inh -0.4.
For O=C(NNS(=O)(=O)c1ccc(F)cc1)c1ccc([N+](=O)[O-])cc1Cl the results were MazF activator -26, FadD28 binding -3.6, GDH-TPI counter 11, PrPC surface inh -5, BoNT-F LC inh -2, Rv3671c protease 3, FBA Mtb inh -1, BioA inh -1.3 and UGM FP inh -1.3.
For COc1ccccc1NC(=O)Cc1nnc(SCC(=O)c2ccc(F)cc2)n1C the results were MazF activator 12, FadD28 binding -2.1, GDH-TPI counter 11, PrPC surface inh -1, BoNT-F LC inh -4, Rv3671c protease 10, FBA Mtb inh 1, BioA inh -1.0 and UGM FP inh 1.6.
For CC(C)(Cc1cc(CC(C)(C)C(=O)O)cc(C(C)(C)C)c1)C(=O)O the results were MazF activator 9, FadD28 binding -3.4, GDH-TPI counter -11, PrPC surface inh -2, BoNT-F LC inh -7, Rv3671c protease 0, FBA Mtb inh -2, BioA inh -1.7 and UGM FP inh -0.3.
Screening COc1cccc(OCCNC(=O)c2cc([N+](=O)[O-])cc([N+](=O)[O-])c2)c1 returned MazF activator -1, FadD28 binding 0.7, GDH-TPI counter -3, PrPC surface inh -28, BoNT-F LC inh -8, Rv3671c protease 2, FBA Mtb inh 3 and UGM FP inh 2.7.
COc1ccccc1NC(=S)N(Cc1ccccc1)Cc1cccs1 was read as MazF activator -18, FadD28 binding -2.9, GDH-TPI counter 5, PrPC surface inh -5, BoNT-F LC inh -3, Rv3671c protease -7, FBA Mtb inh -1, BioA inh 1.1 and UGM FP inh -1.0.
CCCCCCCCCCOC(=O)Cn1c(COc2ccc(Cl)cc2)[n+](C)c2ccccc21 was read as MazF activator -36, FadD28 binding -41, GDH-TPI counter 3, PrPC surface inh -2, BoNT-F LC inh inconclusive, Rv3671c protease 1, FBA Mtb inh 1, BioA inh 22 and UGM FP inh -0.4.
For CCCN(CCC)S(=O)(=O)c1ccc(C(=O)N2CCOCC2)cc1 the results were MazF activator 2, FadD28 binding -2.8, GDH-TPI counter -16, PrPC surface inh 2, BoNT-F LC inh 1, Rv3671c protease 2, FBA Mtb inh -2 and UGM FP inh -0.2.
`O=C(Nc1ncn[nH]1)C(F)(F)C(F)F` gave MazF activator 2, FadD28 binding -1.5, GDH-TPI counter -3, PrPC surface inh 2, BoNT-F LC inh -6, Rv3671c protease 5, FBA Mtb inh 3, BioA inh -1.2 and UGM FP inh 2.4.
Screening Oc1ccc(Br)cc1/C=N/Nc1ccccn1 returned MazF activator 9, FadD28 binding -2.8, GDH-TPI counter 14, PrPC surface inh 0, BoNT-F LC inh 13, Rv3671c protease 0, FBA Mtb inh 5, BioA inh 1.0 and UGM FP inh -1.5.
Screening O=C(CSc1nnc(-c2ccccc2)o1)Oc1ccc(Br)cc1 returned MazF activator -13, FadD28 binding -5.9, GDH-TPI counter -7, PrPC surface inh -3, BoNT-F LC inh 6, Rv3671c protease 11, FBA Mtb inh -3 and UGM FP inh 0.7.
Nc1cc(S(=O)(=O)Nc2cc(Cl)ccc2Cl)ccc1N1CCOCC1 was read as MazF activator 5, FadD28 binding -1.2, GDH-TPI counter 0, PrPC surface inh 8, BoNT-F LC inh 8, Rv3671c protease 7, FBA Mtb inh 4, BioA inh -2.2 and UGM FP inh 1.2.
O=C(Nc1cccc2ncccc12)c1ccccc1F was read as MazF activator 6, FadD28 binding -1.5, GDH-TPI counter -6, PrPC surface inh -8, BoNT-F LC inh 10, FBA Mtb inh 0, BioA inh 1.2 and UGM FP inh -0.9.
Screening CC(C)(C)c1ccc(C(=O)NCC(=O)N/N=C/c2cccs2)cc1 returned MazF activator -3, FadD28 binding 3.1, GDH-TPI counter 11, PrPC surface inh 6, BoNT-F LC inh -4, Rv3671c protease 5, FBA Mtb inh -2, BioA inh -3.4 and UGM FP inh -0.8.
`COc1cc(NS(C)(=O)=O)c(OC)cc1NC(=O)c1ccccc1` gave MazF activator 4, FadD28 binding 1.0, GDH-TPI counter 23, PrPC surface inh 1, BoNT-F LC inh -12, Rv3671c protease 1, FBA Mtb inh -3, BioA inh 3.1 and UGM FP inh -1.1.
Screening COc1ccc(CC(=O)Nc2ccc(C(C)=O)cc2)cc1 returned MazF activator 2, FadD28 binding -0.2, GDH-TPI counter 0, PrPC surface inh 10, BoNT-F LC inh -1, Rv3671c protease 3, FBA Mtb inh 5 and UGM FP inh -1.9.
For COc1ccc(Cn2nnnc2C(c2ccncc2)N2CCOCC2)cc1 (stereo not given) the results were MazF activator 7, FadD28 binding -2.5, GDH-TPI counter -4, PrPC surface inh 1, BoNT-F LC inh -4, Rv3671c protease 4, FBA Mtb inh 2, BioA inh -1.0 and UGM FP inh 0.1.
For Cc1nn(-c2ccccc2)c(C)c1C(=O)OCC(=O)c1c(N)n(CC(C)C)c(=O)n(C)c1=O the results were MazF activator -1, FadD28 binding -0.6, GDH-TPI counter 8, PrPC surface inh 8, BoNT-F LC inh 31, Rv3671c protease 0, FBA Mtb inh -4, BioA inh 0.7 and UGM FP inh -2.6.
Screening COc1ccc(-n2c(Cc3cccn3C)nnc2SCC(N)=O)cc1 returned MazF activator 0, FadD28 binding -3.3, GDH-TPI counter 2, PrPC surface inh 2, BoNT-F LC inh -5, Rv3671c protease -2, FBA Mtb inh -1, BioA inh 7.3 and UGM FP inh -4.4.
